NCOA2 inhibitor: inhibition of GAL4-SRC2 driven luciferase reporter, primary screen, SRC2 inhibitor project, cell-based, luminescence; HEK293 GAL4-SRC2 luciferase reporter; inhibition, % at 9 µM; hit rate 0.17% among 370,000; AID 651957, 2012;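 active = inhibition above the mean inhibition of all tested compounds plus 3 SD, set per campaign, cut at about 52% in these data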;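 note: 0% = DMSO treated cells and 100% = cells given Gossypol at 36 µM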
SRC1 inh: SRC1 coactivator transcriptional activity inhibitors, primary screen, cell-based, luminescence | Nuclear receptor coactivator 1 (Homo sapiens), Q15788 | HEK293 GAL4-SRC1 luciferase reporter | inhibition, % at 3.6 µM | hit rate 0.12% among 360,000 | AID 588354, 2011;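 active = inhibition above the campaign mean plus 3 SD, with each screening campaign given its own cutoff, cut at about 60% in these data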;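 note: 0% = DMSO treated cells and 100% = gossypol at 36 µM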
TROY signal inh: inhibitors of TROY-driven NF-kB signaling, primary screen, Q293 LMP1-TROYcd cells, NF-kB luciferase, uHTS. Q293 LMP1-TROYcd NF-kB luciferase reporter, 4 h. inhibition, % at 10 µM. hit rate 0.98% among 360,000. AID 1347056, 2019;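 active = compounds whose plate-normalised and pattern-corrected inhibition of the luciferase reporter signal at the single screening dose is 50% or more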
NR5A2 inv ag: LRH-1 (NR5A2) inverse agonists, primary screen, cell-based, luminescence, HEK293T, StAR-luciferase reporter | Nuclear receptor subfamily 5 group A member 2 (Homo sapiens), O00482 | hit rate 0.13% among 360,000 | LRH-1 transfected, 24 h | inhibition, % at 3.6 µM | AID 602396, 2012;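 active = inhibition above the mean inhibition of all tested compounds plus 3 SD, cut at about 73% in these data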;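 note: 0% = DMSO wells and 100% = reporter-only cells lacking LRH-1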
Target sequence (O00482 whole entry, looked up): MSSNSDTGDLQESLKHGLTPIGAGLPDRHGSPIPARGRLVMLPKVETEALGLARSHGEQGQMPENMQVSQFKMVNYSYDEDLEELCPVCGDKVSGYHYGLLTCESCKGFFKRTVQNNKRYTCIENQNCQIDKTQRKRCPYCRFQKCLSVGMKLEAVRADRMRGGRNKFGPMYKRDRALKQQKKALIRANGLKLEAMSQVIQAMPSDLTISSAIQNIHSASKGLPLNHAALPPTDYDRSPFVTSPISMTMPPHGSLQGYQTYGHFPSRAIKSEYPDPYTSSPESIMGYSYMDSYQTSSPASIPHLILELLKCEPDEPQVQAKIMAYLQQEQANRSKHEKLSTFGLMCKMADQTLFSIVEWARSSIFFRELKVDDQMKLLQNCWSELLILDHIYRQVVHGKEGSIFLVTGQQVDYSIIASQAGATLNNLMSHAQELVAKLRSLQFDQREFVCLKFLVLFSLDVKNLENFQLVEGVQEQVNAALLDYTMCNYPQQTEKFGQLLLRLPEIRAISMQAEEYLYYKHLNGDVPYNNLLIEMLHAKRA
NR2F2 inh: NR2F2 transcriptional activity inhibitors, primary screen, cell-based, luciferase reporter, HEK293T, luminescence; COUP transcription factor 2 (Homo sapiens), P24468; HEK293T NGFI-A luciferase reporter; inhibition, % at 8.6 µM; hit rate 0.7% among 370,000;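 active = inhibition above a per-plate cutoff, mean inhibition of test wells between control levels plus 3 SD, cut at about 38% in these data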;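 note: cells cotransfected with COUP-TFII expression vector driving the NGFI-A reporter; 0% = median of COUP-TF2 test wells and 100% = reporter-only cells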
CF NFkB block: inhibitors of PAF-induced NF-kB signaling, primary screen, cell-based, GFP fluorescence, uHTS. KKLEB NF-kB-GFP reporter, GFP fluorescence overnight. inhibition, % at 5 µM. hit rate 0.86% among 360,000;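 active = at least 50% inhibition at 5 µM, scaled per plate between neutral and stimulator controls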;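 note: PAF is a Pseudomonas aeruginosa culture filtrate used as stimulus; plate controls were PAF-stimulated DMSO wells for no effect and unstimulated DMSO wells for full effect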
NCOA3 inh: SRC3 coactivator transcriptional activity inhibitors, primary screen, cell-based, luminescence; hit rate 0.17% among 360,000; Nuclear receptor coactivator 3 (Homo sapiens), Q9Y6Q9; inhibition, % at 3.6 µM; AID 588352, 2011; HEK293 GAL4-SRC3 luciferase reporter;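 active = inhibition above a per-campaign cutoff, the mean of all compounds plus 3 SD, cut at about 60% in these data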;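 note: 0% = DMSO-treated cells and 100% = gossypol-treated cells at 36 µM; higher means less SRC3-driven luciferase light from the GAL4 reporter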
TWEAK Fn14 block: inhibitors of TWEAK-Fn14 signaling, primary screen, luciferase reporter cells, uHTS | TWEAK-stimulated Fn14 reporter cells, luciferase luminescence, 8 h | inhibition, % at 10 µM | hit rate 2% among 360,000 | AID 1159606, 2016; in the data active = inhibition above about 50%
C8 TRAIL sens: viability loss with TRAIL in NB7+C8 cells, primary screen, TRAIL sensitizer project, cell-based, ATPlite luminescence | hit rate 1% among 360,000 | inhibition (viability loss, TRAIL sensitization), % at 10 µM;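 active = compounds causing at least 50% loss of cell viability in the single-dose screen, relative to plate controls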
KKLEB tox: cytotoxicity in KKLEB CF airway cells, primary screen, cytotoxicity control for CF NF-kB inhibitor project, cell-based, uHTS, fluorescence assay plates; KKLEB CF airway cells viability, ATPlite luminescence, overnight; stronger effect = lower value; cells stimulated with P. aeruginosa culture filtrate; activity change (cytotoxicity), % at 5 µM; hit rate 0.36% among 360,000; AID 602141, 2011;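 active = corrected activity change at or below -50% at 5 µM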
EBV LMP1 NFkB: EBV LMP1-driven NF-kappaB luciferase reporter inhibitors, primary screen, cell-based, luminescence, single point; LMP1-induced NF-kappaB luciferase reporter cells; inhibition, % at 12.5 µM; hit rate 0.69% among 350,000; AID 504558, 2011; in the data active = inhibition above about 41%;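 note: 0% = neutral control wells and 100% = reference inhibitor control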
Active calls of the source: *; . = no result given.

1: O=C(O)c1c2c(nc3ccccc13)/C(=C/c1cccc([N+](=O)[O-])c1)CCC2
2: O=C1c2ccccc2C(=O)N1C1(C(=O)NC2(C(=O)O)CCCC2)CCCC1
3: COc1cccc(NC(=S)/C(=C(\[O-])c2ccc(C)c([N+](=O)[O-])c2)[n+]2ccccc2)c1
4: COC(=O)C(C)Oc1ccc2c(c1)O/C(=C\c1ccco1)C2=O (stereo not drawn)
5: COc1ccccc1C(C(C(=O)c1ccccc1)N1CCOCC1)N1CCOCC1 (stereo not drawn)
6: O=C(Oc1ccc2ccc(OC(=O)N3CCOCC3)cc2c1)N1CCOCC1
7: C=CCn1c(-c2cccn(Cc3ccc(Cl)cc3)c2=O)n[nH]c1=S
8: COc1ccc(N2CCN(c3cnc4ccccc4n3)CC2)cc1
9: CC1CCCN(C(=O)COC(=O)Cc2c(F)cccc2Cl)C1 (stereo not drawn)
10: CCN(CCCNC(=O)CC1Oc2ccc(C)cc2NC1=O)Cc1ccccc1 (stereo not drawn)
Compound	1	2	3	4	5	6	7	8	9	10
NCOA2 inhibitor	-7	-5	-5	-26	-13	-28	-3	-40	-46	1
SRC1 inh	12	-11	-26	-45	-14	-8	-3	-67	-51	1
TROY signal inh	-11	16	-31	-9	-52	-14	12	-22	-53	-2
NR5A2 inv ag	-9	-1	-26	-5	4	-3	-11	-170	-39	6
NR2F2 inh	-6	8	-5	19	-16	3	1	-33	-42	7
CF NFkB block	33	-13	2	7	15	8	-4	-33	1	-2
NCOA3 inh	-7	6	-4	-13	-6	-4	-3	-62	-47	12
TWEAK Fn14 block	-12	24	-19	-13	5	2	-4	-31	8	10
C8 TRAIL sens	-1	-13	-18	20	5	6	5	3	-8	2
KKLEB tox	-2	0	-5	-5	-11	-1	-4	14	12	3
EBV LMP1 NFkB	-5	-8	-7	-6	-1	0	-1	-25	-19	-2

Given bar-delimited: part of the list above.
entry | SMILES | NCOA2 inhibitor | SRC1 inh | TROY signal inh | NR5A2 inv ag | NR2F2 inh | CF NFkB block | NCOA3 inh | TWEAK Fn14 block | C8 TRAIL sens | KKLEB tox | EBV LMP1 NFkB
1 | O=C(O)c1c2c(nc3ccccc13)/C(=C/c1cccc([N+](=O)[O-])c1)CCC2 | -7 | 12 | -11 | -9 | -6 | 33 | -7 | -12 | -1 | -2 | -5
2 | O=C1c2ccccc2C(=O)N1C1(C(=O)NC2(C(=O)O)CCCC2)CCCC1 | -5 | -11 | 16 | -1 | 8 | -13 | 6 | 24 | -13 | 0 | -8

Other entries:
11: O=C(COC(=O)c1ccc(S(=O)(=O)NCc2ccco2)cc1)c1ccccc1
12: COc1ccc(C2OC(=O)c3ccccc3S2)cc1 (stereo not drawn)
13: COc1cc2c(c(Br)c1N)-c1cc(Br)c(N)cc1C2=O
14: CC(C)(C)S(=O)(=O)c1ccsc1C(=O)O
15: Cc1ccccc1C(=O)Nc1cc(S(=O)(=O)N2CCCCC2)ccc1N1CCN(C)CC1
16: Cc1ccc(OCc2ccc(C(=O)NCC3CCCO3)cc2)cc1C (stereo not drawn)
17: O=C(CSCC(=O)OCn1nnc2ccccc2c1=O)Nc1ccc(Cl)cc1
18: COC(=O)c1ccc(Cn2c(C)c(C(=O)NCc3ccco3)sc2=O)o1
19: Cc1ccc(S(=O)(=O)N2CCC(C(=O)NC3CC(C)(C)NC(C)(C)C3)CC2)cc1
20: C/C(CCC(C)C)=N\NC(=S)NCc1ccccc1
21: COc1ccc(S(=O)(=O)N2CCOCC2)cc1NC(=O)c1cccc(Cl)c1
22: CCCCn1nnc(NC(=O)c2cc3ccccc3o2)n1
Compound	11	12	13	14	15	16	17	18	19	20	21	22
NCOA2 inhibitor	-3	10	-95	-11	-21	-5	14	2	-12	-14	-4	-36
SRC1 inh	-17	-14	-54	-3	5	-32	-14	9	0	13	-13	-69
TROY signal inh	-17	-23	-42	4	-1	-29	-4	-5	9	-8	5	-80
NR5A2 inv ag	10	-23	-20	0	7	12	-9	-2	16	-9	3	-103
NR2F2 inh	-11	-24	-68	7	0	10	-1	4	14	-14	-4	-19
CF NFkB block	-12	-4	-95	6	11	-1	-3	-9	-9	2	20	11
NCOA3 inh	-15	2	-64	6	-2	-21	0	12	15	-1	15	-45
TWEAK Fn14 block	16	2	-135	5	-1	3	8	-4	9	-10	5	-23
C8 TRAIL sens	-15	2	-4	-4	4	12	-6	0	7	3	8	9
KKLEB tox	0	-12	-9	-5	-5	4	2	5	9	7	-16	-3
EBV LMP1 NFkB	-4	-3	-31	-2	1	2	0	.	-8	4	-10	-29

Arranged by length of the SMILES (smallest number first): 9 of the compounds above.
12: COc1ccc(C2OC(=O)c3ccccc3S2)cc1 (stereo not drawn)
20: C/C(CCC(C)C)=N\NC(=S)NCc1ccccc1
22: CCCCn1nnc(NC(=O)c2cc3ccccc3o2)n1
13: COc1cc2c(c(Br)c1N)-c1cc(Br)c(N)cc1C2=O
17: O=C(CSCC(=O)OCn1nnc2ccccc2c1=O)Nc1ccc(Cl)cc1
21: COc1ccc(S(=O)(=O)N2CCOCC2)cc1NC(=O)c1cccc(Cl)c1
11: O=C(COC(=O)c1ccc(S(=O)(=O)NCc2ccco2)cc1)c1ccccc1
15: Cc1ccccc1C(=O)Nc1cc(S(=O)(=O)N2CCCCC2)ccc1N1CCN(C)CC1
19: Cc1ccc(S(=O)(=O)N2CCC(C(=O)NC3CC(C)(C)NC(C)(C)C3)CC2)cc1
Compound	12	20	22	13	17	21	11	15	19
NCOA2 inhibitor	10	-14	-36	-95	14	-4	-3	-21	-12
SRC1 inh	-14	13	-69	-54	-14	-13	-17	5	0
TROY signal inh	-23	-8	-80	-42	-4	5	-17	-1	9
NR5A2 inv ag	-23	-9	-103	-20	-9	3	10	7	16
NR2F2 inh	-24	-14	-19	-68	-1	-4	-11	0	14
CF NFkB block	-4	2	11	-95	-3	20	-12	11	-9
NCOA3 inh	2	-1	-45	-64	0	15	-15	-2	15
TWEAK Fn14 block	2	-10	-23	-135	8	5	16	-1	9
C8 TRAIL sens	2	3	9	-4	-6	8	-15	4	7
KKLEB tox	-12	7	-3	-9	2	-16	0	-5	9
EBV LMP1 NFkB	-3	4	-29	-31	0	-10	-4	1	-8
